# PglD inh: PglD (C. jejuni) enzyme inhibition; 0.098% of 360,000 active; inhibition, % at 12.5 µM; purified PglD enzyme, DTNB colorimetric CoA detection; in the data active means inhibition above about 16%, passing the limit was not always enough; further: strong numbers were not always called active
# RAD54 branch: inhibitors of human RAD54 branch migration; Q92698; RAD54 Holliday junction branch migration, FAM/BHQ fluorescence; 0.14% of 360,000 active; AID 602329; inhibition, % at 10.4 µM;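 active means mean normalized replicate activity at least 40 and at least half of replicates scoring 40 or more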;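 further: 0% = median of neutral control wells and 100% = median of positive control wells; inhibitors cause a drop in the FAM fluorescence signal; in these data hits start at about 50%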
# ERAP1 HTS inh: inhibitors of human ERAP1 aminopeptidase; Q9NZ08; recombinant ERAP1, Leu-AMC fluorescence, 60 min; 0.15% of 340,000 active; AID 652197; inhibition, % at 10.7 µM;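 active means mean replicate inhibition of at least 30%, or all replicates individually reaching that 30% level; inactive means mean below 30% and not every replicate reaching it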;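 further: 0% = neutral control wells and 100% = L-leucinethiol positive control wells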
# Target sequence (Q9NZ08 whole entry, looked up): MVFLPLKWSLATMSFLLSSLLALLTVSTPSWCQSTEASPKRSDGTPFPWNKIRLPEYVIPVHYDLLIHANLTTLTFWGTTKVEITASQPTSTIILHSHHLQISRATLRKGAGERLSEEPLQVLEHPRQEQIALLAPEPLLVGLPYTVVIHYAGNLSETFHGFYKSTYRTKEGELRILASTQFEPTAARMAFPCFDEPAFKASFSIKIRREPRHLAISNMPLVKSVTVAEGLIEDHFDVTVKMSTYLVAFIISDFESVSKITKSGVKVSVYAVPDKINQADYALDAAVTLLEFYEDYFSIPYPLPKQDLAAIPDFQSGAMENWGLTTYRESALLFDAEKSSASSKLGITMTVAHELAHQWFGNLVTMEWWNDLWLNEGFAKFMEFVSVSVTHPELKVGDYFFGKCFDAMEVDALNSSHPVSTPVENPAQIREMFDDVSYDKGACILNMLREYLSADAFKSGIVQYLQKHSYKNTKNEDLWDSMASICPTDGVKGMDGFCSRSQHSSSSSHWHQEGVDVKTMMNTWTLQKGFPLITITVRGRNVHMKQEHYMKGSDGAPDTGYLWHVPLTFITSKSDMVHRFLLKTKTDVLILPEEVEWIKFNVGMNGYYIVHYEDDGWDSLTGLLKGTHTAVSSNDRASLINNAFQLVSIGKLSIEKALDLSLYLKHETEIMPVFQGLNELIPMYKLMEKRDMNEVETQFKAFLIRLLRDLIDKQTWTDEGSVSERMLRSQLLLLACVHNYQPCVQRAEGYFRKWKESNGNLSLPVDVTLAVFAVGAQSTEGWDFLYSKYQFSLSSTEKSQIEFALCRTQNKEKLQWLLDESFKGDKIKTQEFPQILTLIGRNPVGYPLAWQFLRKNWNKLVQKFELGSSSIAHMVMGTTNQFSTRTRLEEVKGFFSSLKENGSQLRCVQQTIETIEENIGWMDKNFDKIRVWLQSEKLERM
# RAD52 inh: blocks human RAD52 DNA annealing; recombinant RAD52 DNA annealing, FRET fluorescence; AID 651710; inhibition, % at 18.7 µM; 0.46% of 360,000 active; P43351;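 active means every replicate showing at least 50% inhibition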
# miR122 inh: inhibitors of miR-122 in Huh7 cells; Huh7 miR-122 Renilla luciferase sensor, 48 h; neutral wells = 0, positive control = 100; 0.3% of 340,000 active; AID 602342; activation (reporter increase), % at 12.5 µM;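 active means mean replicate activation score at least 90 and every replicate individually at or above 90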;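 further: higher luciferase means less miR-122 activity so hits act as miR-122 inhibitors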
# E-sel inducer: induces E-selectin expression in human endothelial cells. HUVEC E-selectin immunofluorescence imaging; normalized: neutral wells 0, TNF-alpha wells 100. activation, % at 7.58 µM. 0.37% of 260,000 active. AID 686992;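 active means mean E-selectin-positive cell signal at least 10% of the positive control, reached in at least 60% of replicates, without over 20% cell loss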;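 further: in these data hits start at about 27%; measured in HUVEC primary endothelial cells; signal is the percent of cells scored E-selectin positive by PE staining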
#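 Test system: HUVEC | Signal: Immunofluorescence imaging | Read-out: Percent E-selectin-positive cells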
# PGC1a acetyl inh: lowers PGC1a acetylation signal in U2OS cells; AlphaScreen anti-acetyl-lysine; with virally co-expressed GCN5 acetyltransferase; AID 651687; inhibition, % at 15.6 µM; 0.17% of 350,000 active;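 active means every replicate shows inhibition of at least 40%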;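 further: 0% = neutral control wells and 100% = positive control wells; some results beyond the cut were filed as inactive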
# Cneo AK release: causes C. neoformans cell lysis | lysis activity, % at 15 µM | adenylate kinase release luminescence, 4 h; normalised: neutral wells 0, clomiphene wells 100 | 0.2% of 360,000 active;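 active means mean lysis activity across replicates of at least 80%, whatever share of replicates individually reach that level; inactive means mean lysis activity below 80%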
#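 read-out = cell lysis signal | test system = log-phase Cryptococcus neoformans yeast cells | input = cells at 5 × 10^6 per mL | medium = fresh YPD growth medium | signal = luminescent adenylate kinase detection reagent | timing = 4 h at 37 °C static, read 1 h later | dosing = single dose | controls = Clomiphene as positive lysis control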
# Starred values were filed as active, the others as inactive; x = no result given; [ ] = remark or other dose.
SMILES,PglD inh,RAD54 branch,ERAP1 HTS inh,RAD52 inh,miR122 inh,E-sel inducer,PGC1a acetyl inh,Cneo AK release
O=C(CCc1ccccc1)NC1CCCc2ccccc21 (stereo not given),-1,-5,-3,7,20,x,x,0
COc1ccccc1OCC(=O)NCCNC(=O)COc1ccccc1OC,-1,-6,-3,-7,x,x,-10,0
C[C@H]1O[C@@H](O[C@H]2CC[C@@]3(C)C(CC[C@]4(C)C3C=CC3=C5CC(C)(C)CC[C@]5(CO)[C@H](O)C[C@]34C)[C@]2(C)CO)[C@H](O)[C@@H](O[C@@H]2O[C@H](CO)[C@@H](O)[C@H](O)[C@H]2O)[C@H]1O (stereo not given in full),4,8,2,-18,x,x,x,5
Cc1cc(=O)oc(C)c1C(=O)NCCC(C)C,5,14,0,-1,-7,x,7,-1
CN1c2ccc(-c3cccc(C#N)c3)cc2[C@H]2[C@H](CCN2S(=O)(=O)c2ccccc2F)[C@@H]1CO,4,1,2,16,5[16.7 µM],-0.1,-13,56
O=C(Nc1ccccc1C(F)(F)F)c1ccsc1,-1,-6,-1,-5,x,x,x,5
CCC(C)(C)n1nnnc1C(c1ccncc1)N1CCC(Cc2ccccc2)CC1 (stereo not given),7,-6,x,x,-3,x,-14,0
CN(CC(=O)Nc1c(Cl)cccc1Cl)C(=O)c1cc2ccccc2cc1O,-2,-2,5,-3,28,2.2,x,3
CCOc1ccccc1NC(=O)CCNC(=O)N1CC(=O)Nc2ccccc21,-5,8,-3,-9,4,0.0,-6,0
Cc1cc(=O)[nH]c2c1c(-c1ccccc1)nn2C,-2,-3,2,-4,0,-0.1,-11,-4
O=C(c1cccnc1)N1C[C@@H]2[C@H](c3ccccc31)[C@@H](CO)N2C(=O)C1CC1,1,8,-3,7,-30[16.7 µM],0.0,-3,-4
CCOc1ccc(S(=O)(=O)NC(C)C(=O)NC2CCCC2)cc1 (stereo not given),-5,-1,0,-14,2,-0.7,x,4
COCCn1nnnc1C(c1ccc(O)c(OC)c1)N1CCc2ccccc2C1 (stereo not given),3,-9,x,x,3,x,-5,4
OCCC1CN(Cc2cccn2-c2ncccn2)CCN1CCc1ccccc1 (stereo not given),-2,-3,0,-11,-2,7.4,-7,4
COc1cc(/C=N/N2CCN(c3ccc(Cl)cc3)CC2)cc(OC)c1OC(C)=O,-11,-3,-4,-6,x,0.8,x,1
O=C(CCC(=O)NNC(=O)c1ccc([N+](=O)[O-])cc1)NCc1ccccc1,-3,-13,0,-13,-6,x,2,4
S=C(NCCc1ccncc1)Nc1ccccc1,x,x,5,-21,-12,x,5,x
O=C(NC(=S)NCCN1CCOCC1)c1ccccc1Br,2,1,-1,-5,0,-0.3,1,2
O=S(=O)(NCC1CCN(S(=O)(=O)c2ccccc2)CC1)c1ccccc1,-2,-1,x,x,28,x,-7,-1
CO/N=C/C(=N\Nc1ccc(C)cc1)C(=O)c1ccc(OC)cc1,4,2,x,x,0,x,-3,1
Cc1ccc2cccc(NC(=S)NC(=O)c3ccccc3)c2n1,-3,-3,x,x,10,x,-10,8
CC(C)c1cn(CC[C@H]2CC[C@H](NS(=O)(=O)c3ccccc3)[C@H](CO)O2)nn1,0,7,-1,-11,x,1.0,7,4
COc1cc(C(=O)Nc2ccc(Nc3ccccc3)cc2)cc(OC)c1OC,-17,-3,1,-7,-7,x,4,-2
CC(=O)C[C@H](O)CC(=O)[C@H]1OC(=O)CCCCCCc2ccccc21,-1,-1,-2,-13,1,x,4,2
C[C@@H]1CN([C@H](C)CO)C(=O)c2cccc(NC(=O)Nc3ccccc3)c2O[C@H]1CN(C)C(=O)Nc1ccc(C(F)(F)F)cc1,2,2,2,4,10[16.7 µM],0.0,-6,-3

# (further entries)
SMILES,PglD inh,RAD54 branch,ERAP1 HTS inh,RAD52 inh,miR122 inh,E-sel inducer,PGC1a acetyl inh,Cneo AK release
N#C[C@@H]1[C@@H](c2ccccc2)[C@H](CO)N1S(=O)(=O)Cc1ccccc1,-5,-5,-4,-12,x,0.1,4,-2
CNC(=O)C12CCC(C)(c3nc4cc(C)c(C)cc4nc31)C2(C)C (stereo not given),-2,-3,x,x,-7,x,-13,0
CCc1ccc(NC(=O)CN(N=Nc2nonc2C)c2nonc2C)cc1,x,x,5,-4,6,0.0,12,x
Cc1ccc(-c2c(C(=O)N/N=C/c3ccncc3)nnn2-c2nonc2N)cc1,2,-1,-2,-15,6,0.3,4,-1
CCCNC(=O)N(C)C[C@H]1Oc2ncc(C3=CCCC3)cc2C(=O)N([C@@H](C)CO)C[C@@H]1C,1,0,-2,3,22[16.7 µM],-0.8,4,43
C/C=C(/C)C(=O)Nc1cccc(C2=NOC3(C2)C[C@@H](C(N)=O)N(C(=O)CC)C3)c1 (stereo not given in full),6,-8,0,-10,-9,-0.2,x,10
Cc1nnc(NC(=O)CSc2nnc(CNC(=O)c3ccccc3)o2)s1,5,9,3,-5,x,x,11,-7
COc1ccc(C2=NS(=O)(=O)N(C)C(C(=O)N3CCC(C)CC3)=C2)cc1,2,-2,1,-8,1,-0.1,5,-1
COc1ccc2nc(C)cc(SCC(=O)N/N=C/c3ccccc3)c2c1,2,2,x,x,3,x,-44,0
N#C[C@H]1[C@@H](c2ccc(/C=C/c3ccccc3)cc2)[C@@H](CO)N1C(=O)Nc1ccccc1F,1,-3,-2,-13,x,-0.5,-4,-2
COc1cccc2cc(C(=O)CS(=O)(=O)c3ccc(C)cc3)c(=O)oc12,-3,3,x,x,1,x,-18,-3
O=C1CS(=O)(=O)C(c2ccccc2)N1c1cccc(Cl)c1 (stereo not given),-2,0,4,-33,x,x,0,-12
CCCC1C(=O)Nc2ccccc2N1C(=O)c1cccc(C)c1 (stereo not given),-1,3,-1,-13,-2,0.0,-9,5
Cc1cccc(NC(=O)C23CCC(C)(C2Br)C3(C)C)c1 (stereo not given),-2,7,x,x,6,-1.6,-8,1
NCCSC1CC(=O)N(c2ccc(Cl)c(Cl)c2)C1=O (stereo not given),1,-6,0,-3,4,0.0,5,0
COC(=O)c1scc(C)c1NC(=O)c1ccccc1F,-9,2,2,-3,x,0.2,-10,1
CO[C@@H]1CN(C)C(=O)c2ccc(NC(=O)Nc3c(C)noc3C)cc2OC[C@@H](C)NC[C@H]1C,-1,-10,x,-18,x,-0.1,19,0
CC(OC(=O)c1cc2c(ccc3ccccc32)oc1=O)c1nc2ccccc2s1 (stereo not given),-2,-9,1,-6,0,x,-1,25
CCN(CC)CCNC(=O)c1c(C)n(-c2ccccc2)c2cc(Br)c(OC)cc12,7,10,x,x,-6,x,-18,4
COc1ccc(C(=O)C2CCCN(Cc3ccc4nonc4c3)C2)cc1OC (stereo not given),4,9,-5,-7,-4,x,-9,0
S=C(NCc1ccncc1)Nc1ccc(Br)cc1Cl,-1,-3,4,-35,62,x,x,0
Nc1nc2ccc(OC(F)(F)F)cc2s1,2,11,-2,-5,-2,-0.2,x,1
O=C(Nc1cccc(F)c1)NC1CC2CCCC(C1)N2C1CC1 (stereo not given),-1,-7,x,x,4,x,-7,3
Nc1c(C(=O)N2CCCCC2)sc(=S)n1-c1ccccc1,-2,0,x,x,-2,x,-2,-4
O=C(CC1CCCC1)N1CCN(S(=O)(=O)c2ccccc2)CC1,2,-8,-6,-1,1,x,0,0

# Ordered by molecular weight (largest number first): some entries from above
SMILES,PglD inh,RAD54 branch,ERAP1 HTS inh,RAD52 inh,miR122 inh,E-sel inducer,PGC1a acetyl inh,Cneo AK release
CO[C@@H]1CN(C)C(=O)c2ccc(NC(=O)Nc3c(C)noc3C)cc2OC[C@@H](C)NC[C@H]1C,-1,-10,x,-18,x,-0.1,19,0
COc1ccc(C(=O)C2CCCN(Cc3ccc4nonc4c3)C2)cc1OC (stereo not given),4,9,-5,-7,-4,x,-9,0
Nc1nc2ccc(OC(F)(F)F)cc2s1,2,11,-2,-5,-2,-0.2,x,1

# An excerpt from above in order of the ERAP1 HTS inh value, lowest first:
compound | ERAP1 HTS inh
COc1ccc(C(=O)C2CCCN(Cc3ccc4nonc4c3)C2)cc1OC (stereo not given) | -5
N#C[C@H]1[C@@H](c2ccc(/C=C/c3ccccc3)cc2)[C@@H](CO)N1C(=O)Nc1ccccc1F | -2
COc1ccc(C2=NS(=O)(=O)N(C)C(C(=O)N3CCC(C)CC3)=C2)cc1 | 1
S=C(NCc1ccncc1)Nc1ccc(Br)cc1Cl | 4
CCc1ccc(NC(=O)CN(N=Nc2nonc2C)c2nonc2C)cc1 | 5

# (listing goes on)
SMILES,PglD inh,RAD54 branch,ERAP1 HTS inh,RAD52 inh,miR122 inh,E-sel inducer,PGC1a acetyl inh,Cneo AK release
COc1ccc(OC)c(NC(=O)C2CCCN(S(=O)(=O)c3cccc4nsnc34)C2)c1 (stereo not given),-8,-4,x,x,5,x,8,1
CCO[C@@H]1OC(C(=O)NCc2ccccc2)=C[C@H](C)[C@H]1CCCO,-2,0,2,0,-6,-0.1,-5,-1
CCC(C(=O)Nc1cc(C)nn1-c1nc(C)cc(C)n1)c1ccccc1 (stereo not given),0,2,x,x,19,x,14,8
CO[C@@H]1CN(C)C(=O)c2cc(NC(=O)C3CC3)ccc2OC[C@@H](C)N(C(=O)c2ccccc2)C[C@H]1C,-4,-2,0,-9,x,0.0,0,-1
COc1ccc2c3c([nH]c2c1)[C@@H](CO)N(C(=O)C1CCCC1)CC31CCN(Cc2cccc(F)c2)CC1,x,x,1,19,x,-0.3,-29,x
COc1ccc(C(C(=O)NC2CCCC2)N(C(=O)c2snc(-c3ccc(F)cc3)c2N)c2ccccc2)cc1 (stereo not given),2,2,x,x,1,x,-11,4
CCOc1ccc(N(C)S(=O)(=O)c2c[nH]c(C(=O)OC)c2)cc1,1,7,2,-3,2,x,7,1
Cc1cccc(C2CC(c3ccccc3)Nc3ncnn32)c1 (stereo not given),3,2,1,-6,5,-0.1,1,-1
O=C(Cn1nnc(-c2ccccc2NC(=O)C2CC2)n1)NC1CCCCC1,-3,3,x,x,0,x,9,1
CC(=O)C1C(c2cccc(Oc3ccccc3)c2)NC(=O)NC1(O)C(F)(F)F (stereo not given),-5,2,6,-11,-20,x,x,3
COc1ccc(-c2csc(C(C)(O)c3cccc(F)c3)n2)cc1OC (stereo not given),-2,-1,2,-12,x,0.3,x,-9
O=C(OCCN=C1NS(=O)(=O)c2ccccc21)c1cccnc1,0,-8,x,x,2,x,-6,1
COc1ccc(NC(=O)Nc2cccc3c2O[C@@H](CN(C)S(=O)(=O)c2ccc(C)cc2)[C@H](C)CN([C@@H](C)CO)C3=O)cc1,-1,5,2,16,2[16.7 µM],1.0,3,-2
O=C(COc1ccc(F)cc1)N(Cc1cccc(Br)c1)C1CCS(=O)(=O)C1 (stereo not given),-4,-10,1,-9,-1,x,22,22
CCn1c(SCC(=O)Nc2cccc(O)c2)nc2c1c(=O)n(C)c(=O)n2C,-6,4,2,-9,1,0.2,21,3
CCNC(=O)C1(C)CCN(C(=O)c2cccs2)C1 (stereo not given),1,3,x,x,-3,x,x,-1
COc1ccc(C2CC(c3ccc(C)cc3)=NN2C(=O)c2ccccc2)cc1 (stereo not given),-2,1,-2,-7,13,1.2,-1,6
C[C@@H]1CN([C@H](C)CO)C(=O)c2cc(NC(=O)CCCCCC(=O)Nc3ccccc3N)ccc2O[C@@H]1CN(C)C,x,x,1,-13,x,-3.3,-1,x

# Among those listed so far, 3 contain an aryl thioether with sulfur outside any ring.
SMILES,PglD inh,RAD54 branch,ERAP1 HTS inh,RAD52 inh,miR122 inh,E-sel inducer,PGC1a acetyl inh,Cneo AK release
Cc1nnc(NC(=O)CSc2nnc(CNC(=O)c3ccccc3)o2)s1,5,9,3,-5,x,x,11,-7
COc1ccc2nc(C)cc(SCC(=O)N/N=C/c3ccccc3)c2c1,2,2,x,x,3,x,-44,0
CCn1c(SCC(=O)Nc2cccc(O)c2)nc2c1c(=O)n(C)c(=O)n2C,-6,4,2,-9,1,0.2,21,3

# High-throughput results as filed in PubChem.
